# Screening results as filed in PubChem.
# HCV core dimer = inhibitors of HCV core protein dimerization, primary screen, biochemical, TR-FRET, high-throughput | TR-FRET GST/Flag-core106 dimerization, 1536-well | inhibition, % at 5 µM | 300,000 compounds, 0.33% hits;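 active = inhibition above the mean of all tested compounds plus 3 SD, set per screening campaign, cut at about 45% in these data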
#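 Test system: GST/Flag-tagged HCV core106 proteins; Medium: KF-containing HEPES buffer, pH 7.45, DTT, CHAPS, BSA; Times: compound-protein-antibody incubation 4 h at 22.5 °C; Detection: TR-FRET 671 and 617 nm emission; Benchmarks: wells lacking GST-core106 and wells with excess unlabelled core106.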
# TPT1 inhibitor = Candida albicans TPT1 enzyme inhibitors, primary screen, biochemical, fluorescence polarization; tRNA 2'-phosphotransferase TPT1 (Candida albicans SC5314); recombinant caTPT1, FP RNA substrate dephosphorylation; inhibition, % at 5 µM; 300,000 compounds, 0.81% hits;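 active = inhibition above the mean of all tested compounds plus 3 SD, set per screening campaign, cut at about 24% in these data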;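 note: plate controls were DMSO alone for no effect and ferristatin control at 100 nM for full effect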
# PP1 inh = PP1-alpha phosphatase inhibitors, primary screen, counter-screen for PP5 inhibitor project, biochemical, fluorescence, OMFP substrate, single point. Serine/threonine-protein phosphatase PP1-alpha catalytic subunit (Homo sapiens), P62136. purified PP1alpha. inhibition, % at 6.7 µM. 320,000 compounds, 0.9% hits;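 active = inhibition above the mean inhibition of all tested compounds plus 3 SD, computed separately for each screening campaign, cut at about 15% in these data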
# PP5 primary = PP5 phosphatase inhibitors, primary screen, biochemical, fluorescence | purified PP5c, OMFP substrate fluorescence | inhibition, % at 6.7 µM | 320,000 compounds, 0.18% hits;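 active = inhibition above the campaign's mean inhibition across all tested compounds plus 3 SD, cut at about 9.5% in these data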;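 note: 0% = DMSO only and 100% = 100 µM cantharidin control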
# Target sequence (P53041 whole entry, looked up): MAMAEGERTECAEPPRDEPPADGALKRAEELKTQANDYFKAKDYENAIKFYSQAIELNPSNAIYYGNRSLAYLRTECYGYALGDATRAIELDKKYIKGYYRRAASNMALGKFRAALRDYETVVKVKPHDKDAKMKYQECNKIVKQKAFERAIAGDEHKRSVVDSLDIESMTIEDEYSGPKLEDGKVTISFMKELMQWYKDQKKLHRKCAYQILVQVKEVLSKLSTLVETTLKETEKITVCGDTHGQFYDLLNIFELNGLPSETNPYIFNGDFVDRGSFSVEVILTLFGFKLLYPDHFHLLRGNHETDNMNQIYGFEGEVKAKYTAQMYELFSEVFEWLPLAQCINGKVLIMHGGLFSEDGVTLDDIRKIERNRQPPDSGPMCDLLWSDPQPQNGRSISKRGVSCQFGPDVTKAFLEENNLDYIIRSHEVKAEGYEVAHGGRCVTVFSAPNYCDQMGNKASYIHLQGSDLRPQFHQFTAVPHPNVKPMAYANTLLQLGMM
# PAFAH2 FP inh = PAFAH2 enzyme inhibitors, primary screen, biochemical, fluorescence polarization, human | inhibition, % at 3.39 µM | 340,000 compounds, 0.99% hits | recombinant PAFAH2, FP-rhodamine activity probe | AID 492956, 2010 | Platelet-activating factor acetylhydrolase 2, cytoplasmic (Homo sapiens), Q99487;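 active = inhibition above the mean over all tested compounds plus 3 SD, cut at about 30% in these data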;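 note: inhibitors block probe labeling of enzyme so polarization drops; 0% = enzyme with DMSO and 100% = wells lacking PAFAH2 protein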
# proCasp3 act = activators of human procaspase-3 D3A mutant, primary screen, biochemical, absorbance, PC-3 D3A mutant, single concentration; recombinant procaspase-3 D3A, Ac-DEVD-pNA absorbance 405 nm; activation, % at 8.5 µM; 330,000 compounds, 0.11% hits;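 active = activation above the mean of all tested compounds plus 3 SD, cut at about 21% in these data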;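 note: 0% = DMSO alone and 100% = DMSO wells spiked with extra 5 µM PC-3 D3A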
# Target sequence (P42574 whole entry D9A/D28A/D175A): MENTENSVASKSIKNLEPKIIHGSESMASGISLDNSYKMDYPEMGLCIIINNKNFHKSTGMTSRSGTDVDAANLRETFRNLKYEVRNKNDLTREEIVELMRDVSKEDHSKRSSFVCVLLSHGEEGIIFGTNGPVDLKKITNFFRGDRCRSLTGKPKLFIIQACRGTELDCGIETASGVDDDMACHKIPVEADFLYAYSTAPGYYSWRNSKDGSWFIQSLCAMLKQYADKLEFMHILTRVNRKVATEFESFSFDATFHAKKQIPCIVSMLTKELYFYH
#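 Test system: Procaspase-3 D3A mutant; medium: Zinc-free HEPES/NaCl buffer with 0.01% Triton X-100 at pH 7.4; reagent: DEVD-pNA substrate; doses: one concentration, 8.5 µM nominal, 0.8% DMSO; times: 1 h preincubation plus 2 h reaction at 25 °C; signal: Epi-absorbance at 405 nm of released p-nitroaniline, 0 and 120 min; replicates: singlicate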
# procasp7 counter = procaspase-7 activators, primary screen, counter-screen for procaspase-3 activator project, biochemical, absorbance, HTS, human; 330,000 compounds, 0.093% hits; recombinant procaspase-7, Ac-DEVD-pNA absorbance 405 nm; D23A/D198A/D206A triple mutant, cannot self-cleave; scale: DMSO 0, 5 µM enzyme 100; activation, % at 8.5 µM;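 active = percent activation above the screen-wide mean plus 3 SD, cut at about 25% in these data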
# Target sequence (P55210 whole entry D23A/D198A/D206A): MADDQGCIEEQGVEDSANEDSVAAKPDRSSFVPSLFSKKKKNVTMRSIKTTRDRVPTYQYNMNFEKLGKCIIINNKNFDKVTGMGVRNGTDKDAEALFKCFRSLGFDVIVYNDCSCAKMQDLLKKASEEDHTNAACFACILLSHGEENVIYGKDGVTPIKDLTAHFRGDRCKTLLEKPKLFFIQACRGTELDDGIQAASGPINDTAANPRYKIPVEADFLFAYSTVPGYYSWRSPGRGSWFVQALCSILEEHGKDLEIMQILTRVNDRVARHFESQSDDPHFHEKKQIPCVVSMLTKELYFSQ
#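 Replicates: singlicate. Assay system: Procaspase-7 triple mutant (PC-7 D3A). Signal: 405 nm absorbance of p-nitroaniline. Times: 1 h preincubation, 2 h reaction. Buffer or medium: Zinc-free HEPES pH 7.4 with 300 mM NaCl, 0.01% Triton X-100. Also added: DEVD-pNA substrate. Benchmarks: DMSO wells as 0%, DMSO with 5 µM added PC-7 as 100%.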
# AHR activator = AHR activators, primary screen, cell-based, luminescence, luciferase reporter, human | Aryl hydrocarbon receptor (Homo sapiens), P35869 | AHR-responsive luciferase reporter cells | activation, % at 5 µM | 320,000 compounds, 2.5% hits | AID 2796, 2010; in the data active = activation above about 47%;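 note: 0% = vehicle wells and 100% = reference agonist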
# Fh CTSL1 inh = Fasciola hepatica cathepsin L1 inhibitors, primary screen, counter-screen for PFM18AAP inhibitor project, biochemical, QFRET, fluorogenic peptide substrate; AID 1906, 2009; recombinant F. hepatica cathepsin L1, Z-Leu-Arg-MCA fluorescence; 300,000 compounds, 0.49% hits; inhibition, % at 5.96 µM;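 active = inhibition above the mean of all tested compounds plus 3 SD, set per screening campaign, cut at about 17% in these data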;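 note: 0% = plate median of test compound wells and 100% = 1 µM Z-Phe-Ala-diazomethylketone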
# The depositor's hits bear a star; · = no result given. No enrichment for hits, and some 5.6% of all compounds hit somewhere here.
SMILES,HCV core dimer,TPT1 inhibitor,PP1 inh,PP5 primary,PAFAH2 FP inh,proCasp3 act,procasp7 counter,AHR activator,Fh CTSL1 inh
N/C(=N\c1nc2ccccc2o1)NC(=O)c1ccc(F)cc1,8.3,3.7,-0.1,3.2,-2.5,11.1,-6.0,82.8*,2.2
N#Cc1nc(-c2ccc(OCc3ccccc3)cc2)oc1NCCCn1ccnc1,-0.9,-3.6,21.3*,4.5,-3.1,9.1,-2.6,30.3,5.3
CC(C)OP(=O)(OC(C)C)C(Nc1ccccn1)c1ccc(F)cc1 (stereo not drawn),-6.6,5.2,6.1,1.3,-3.2,-8.2,-4.2,-0.7,-1.2
CCOC(=O)NC(CC(=O)O)c1ccc(OC)cc1 (stereo not drawn),-7.7,-8.8,6.8,2.7,3.0,-3.5,8.6,2.1,-1.6
Cc1cccc(OCC(=O)N2CCN(C(=O)c3cccs3)CC2)c1,-3.1,-5.9,-0.7,-1.3,0.8,6.0,7.6,1.5,3.4
COc1ccc(C2C(C(=O)NCc3ccccn3)c3ccccc3C(=O)N2C)cc1OC (stereo not drawn),-6.7,-3.1,3.0,3.4,-9.7,14.8,17.0,0.0,-4.5
COc1cccc(NC(=O)COc2ccc(Br)c(C)c2)c1,1.9,2.0,-0.3,-1.2,-2.4,2.8,-0.1,3.4,-2.1
CCCC(=O)Nc1cc(C)c(NC(=O)c2ccco2)cn1,0.0,-1.8,-4.0,0.5,2.0,7.1,20.1,-3.0,-8.2
C[C@@H](NC(=O)c1[nH]cnc1C(=O)Nc1ccc(Cl)cc1)c1ccccc1,·,·,5.1,3.3,-17.7,1.8,-0.1,-6.3,·
N#Cc1ccccc1NC(=O)CSc1nnc(-c2ccncc2)o1,-3.5,-4.7,33.1*,2.7,3.9,3.9,3.0,-0.5,2.8
Clc1cccc(-c2nnc(-c3ccccc3)o2)c1,-9.9,-7.7,0.3,4.9,-4.4,0.5,-8.2,65.3*,-0.1
COc1ccc(OC)c(C(=O)c2ccc(C(=O)N3CCN(Cc4csc(C)n4)CC3)cc2)c1,1.7,-1.8,1.8,3.8,·,2.6,8.0,3.9,0.1
Cc1ccc(Oc2ncccc2N)c2c1CCC2,1.5,-0.1,-3.2,-0.2,1.9,-2.2,10.3,1.4,-1.3
Cc1ccc(-c2cc(C(=O)Nc3nn[nH]n3)c3ccccc3n2)cc1,3.5,0.8,3.6,3.9,-2.5,11.6,-1.5,3.9,3.2
C/C(CC(=O)Nc1ccc(Cl)cc1Cl)=N\NC(=O)c1ccncc1,-2.8,-1.5,-3.2,0.5,3.1,-7.6,4.0,9.5,-3.0
O=C(NCc1ccccc1)C1=C[C@@H](c2coc3ccccc3c2=O)C[C@@H](OCc2ccc(CO)cc2)O1,0.8,-0.9,0.3,3.4,-3.6,5.4,3.3,-0.6,-3.9
CC(C)CCNC(=O)C1CCN(S(=O)(=O)c2ccc3c(c2)CC(C)N3C(=O)C2CC2)CC1 (stereo not drawn),-2.1,-2.2,-0.4,2.4,-1.2,-1.0,-8.3,1.7,-0.8
COc1ccc(OCc2nn3c(Cn4cnc5ccccc54)nnc3s2)cc1,18.0,0.6,-1.2,0.8,2.8,-3.0,-9.8,7.4,1.4
Cc1n[nH]c(=O)c2c(NC(=O)COC(=O)/C=C/c3cccc(C(F)(F)F)c3)oc(C)c12,0.7,0.6,1.5,-1.6,2.9,-4.1,-15.9,2.8,-3.0
Cc1ccc(NC(=S)N/N=C2\CCCCC2C)cc1 (stereo not drawn),3.2,-2.4,-0.4,-0.2,5.1,1.8,-7.0,7.0,-4.4
CCN(CC)S(=O)(=O)c1cc(Cl)ccc1OC,-1.3,-3.7,-1.9,0.6,0.7,-2.3,8.6,0.0,-2.3
CCCCOc1ccc(C(=O)OCC(=O)NC2CCCC2)cc1,3.5,-1.8,1.8,1.1,84.6*,-2.4,-1.6,0.1,-7.2
CCOC(=O)N1CCN(C(=O)CCSc2ccc(Cl)cc2)CC1,-3.0,2.5,-3.8,-0.3,10.5,2.0,3.5,1.8,-4.1
COc1cc(Cl)c(C)cc1NC(=O)CSc1nnc(CN2CCCC2)o1,·,·,·,·,0.3,-6.6,0.3,1.2,·
CC(C)(C)NC(=O)CN(C(=O)CCN1CCCc2ccccc21)C(C)(C)C,-1.7,-14.3,-2.8,1.4,-10.4,1.2,2.5,8.0,-2.1

# 2 of these compounds in a different format:
# Results follow in this order: HCV core dimer	TPT1 inhibitor	PP1 inh	PP5 primary	PAFAH2 FP inh	proCasp3 act	procasp7 counter	AHR activator	Fh CTSL1 inh
Cc1n[nH]c(=O)c2c(NC(=O)COC(=O)/C=C/c3cccc(C(F)(F)F)c3)oc(C)c12
→ 0.7	0.6	1.5	-1.6	2.9	-4.1	-15.9	2.8	-3.0
N#Cc1ccccc1NC(=O)CSc1nnc(-c2ccncc2)o1
→ -3.5	-4.7	33.1*	2.7	3.9	3.9	3.0	-0.5	2.8

# Further compounds
SMILES,HCV core dimer,TPT1 inhibitor,PP1 inh,PP5 primary,PAFAH2 FP inh,proCasp3 act,procasp7 counter,AHR activator,Fh CTSL1 inh
C/C(=N\NC(=S)NC(C)C)c1ccc(Cl)s1,-11.8,1.1,-1.3,-0.3,-4.4,1.8,9.9,24.0,-2.9
Cc1ccc(S(=O)(=O)NCc2ccccc2)cc1C(=O)N1CCCC(C(F)(F)F)C1 (stereo not drawn),3.2,-1.9,-5.1,0.0,0.0,11.0,-1.0,-0.3,-0.1
Brc1cccc(OCCCN2CCCCCC2)c1,-3.9,-0.3,5.1,2.1,4.0,0.4,1.4,3.6,6.7
C=CCCC1(C)C(=O)N(c2ccccc2)c2ccccc21 (stereo not drawn),3.0,-1.1,-0.5,5.3,1.5,3.8,13.1,-0.5,2.7
CCN1C(=O)C(CC(=O)Nc2ccc(OC)cc2)N(Cc2cccnc2)C1=S (stereo not drawn),-0.3,-0.7,1.6,0.7,-0.7,-11.1,4.6,1.2,-2.2
Cc1cc(C)c2cc3c(N)c(C(=O)Nc4c(C)[nH]c(=O)[nH]c4=O)sc3nc2c1,-53.0,47.8*,2.8,0.1,-2.8,-7.4,-9.9,0.2,0.5
CCN(CC)c1ccc(NC(=O)COc2ccccc2C#N)cc1S(=O)(=O)Nc1ccccc1OC,-6.3,-0.8,4.4,1.0,-17.0,-18.9,-19.9,2.5,0.1
Cc1ccc(OCC(=O)Nc2ccc3c(c2)C(=O)N(CCC(=O)O)C3=O)cc1,-4.6,0.8,-3.5,3.4,-2.0,4.3,7.3,-2.5,4.7
Cc1nc(C)c(C(=O)Nc2ccc(Oc3ccccc3)cc2)o1,3.9,5.7,1.8,1.7,5.3,-2.1,-6.1,-7.0,3.4
Cc1nn(CCOc2cccc(Br)c2)c(C)c1[N+](=O)[O-],0.1,2.4,1.5,-0.3,0.9,3.1,0.5,6.3,-3.2
NNS(=O)(=O)c1ccc2c(c1)Cc1cc(S(=O)(=O)NN)ccc1-2,2.9,-1.6,5.4,1.4,-5.1,0.6,-13.6,0.2,7.8
CC/C(=N\N=C(/CC)c1ccccc1N)c1ccccc1N,1.6,5.7,-2.6,0.2,6.7,-1.3,1.9,1.2,2.7
Cc1nc(Cl)sc1C(=O)NC(C)c1ccc(Cl)cc1 (stereo not drawn),-4.9,2.3,-0.3,2.2,-3.3,-4.4,6.2,-3.9,-2.4
COc1cc(C(=O)NCCC(=O)NCCN2CCOCC2)cc(OC)c1OC,-1.2,0.3,2.4,0.6,-1.2,3.8,0.3,-1.6,-4.8
CCc1cc2c(SCC(=O)O)ncnc2s1,3.0,-4.2,-4.8,6.6,9.7,4.9,4.2,0.1,-2.1
O=C(CN1CCN(C(=O)c2c(F)cccc2F)CC1)Nc1ccccc1F,2.6,-3.2,-2.0,1.5,0.4,8.3,-0.2,-1.2,-0.7
O=C(NC(C(=O)N/N=C/c1c2ccccc2cc2ccccc12)c1n[nH]c(=O)c2ccccc12)c1ccccc1 (stereo not drawn),46.8*,-0.4,18.3*,4.0,-12.4,-15.2,-22.9,8.6,-1.6
Cc1cc(-c2ccccc2)n(-c2cc(N/N=C/c3ccccc3O)ncn2)n1,5.5,-0.1,15.5*,3.5,9.8,-4.5,0.3,4.1,2.7
COc1ccc(N2CCN(C(=O)c3cccnc3SCc3cccc(Br)c3)CC2)cc1,14.8,-4.8,-0.2,1.7,5.5,3.2,-1.1,0.8,1.6
CCNc1nc(Oc2ccc(C(=O)OC)cc2)nc(N(C)C)n1,0.7,-3.3,-0.4,1.5,10.5,0.2,-1.8,0.1,-0.3
CCN1CCN(C(=S)NC(=O)/C=C/c2cccs2)CC1,2.1,1.9,-2.3,0.1,6.5,7.3,5.2,-1.6,-1.2
CCSc1nnc(NC(=O)CSc2nnc(CNC(=O)c3ccc(OC)cc3)o2)s1,-13.2,3.7,-1.6,0.6,-1.4,5.0,-1.7,4.5,-4.8
Cc1cc(C)cc(C(=O)NCC(=O)OCC(=O)N2CCN(S(=O)(=O)c3ccc4ccccc4c3)CC2)c1,11.9,-1.2,1.5,2.0,-2.4,-0.6,0.3,2.0,-7.1
COc1nnc(-c2ccc(C)c(S(=O)(=O)NCCO)c2)c2ccccc12,0.9,-37.0,0.6,-0.3,1.3,13.1,6.8,6.2,-0.1
COC(=O)C1=C(C)N(C(C)C)C(=O)C1(NC(=O)C1CCCCC1)C(F)(F)F (stereo not drawn),-0.8,4.8,-4.1,1.9,-9.8,6.8,-12.1,-1.8,-0.3
COc1ccc(/C=C/C(=O)CCC(=O)O)cc1,-0.8,3.7,-0.1,3.1,3.2,0.2,1.9,1.9,0.6

# By substructure: the compounds so far containing a furan ring, fused or not.
SMILES,HCV core dimer,TPT1 inhibitor,PP1 inh,PP5 primary,PAFAH2 FP inh,proCasp3 act,procasp7 counter,AHR activator,Fh CTSL1 inh
CCCC(=O)Nc1cc(C)c(NC(=O)c2ccco2)cn1,0.0,-1.8,-4.0,0.5,2.0,7.1,20.1,-3.0,-8.2
Cc1n[nH]c(=O)c2c(NC(=O)COC(=O)/C=C/c3cccc(C(F)(F)F)c3)oc(C)c12,0.7,0.6,1.5,-1.6,2.9,-4.1,-15.9,2.8,-3.0
